High-throughput results deposited in PubChem by National Center for Advancing Translational Sciences (NCATS).
IL-2 act: qHTS of IL-2 Activators. IL-2 activation reporter assay, cell-based qHTS; stimulated with anti-CD3/CD4/CD28 beads; in transgenic mouse T cells. activation, % (series mostly up to about 46 µM). 360,000 tested, 0.065% active. AID 652025, 2013; in the data active = activation above about 50%; inconclusive = mostly about 30% to 49%; also: 0% is about no effect
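Readout is EGFP and DsRed signal by fluorescent plate cytometry after 18 h at 37 degrees C. Transgenic mouse T cells (750/well) received compound for 60 min before bead stimulation (anti-CD3, anti-CD4, anti-CD28); memory T cells served as non-tolerant control.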
EPAC1 antag: qHTS for Antagonist of cAMP-regulated guanine nucleotide exchange factor 3 (EPAC1): primary screen; EPAC1 GEF assay, Rap1b-BODIPY-GDP exchange fluorescence; 360,000 tested, 0.14% active; AID 720709, 2013; Potency, µM (titrated, usually from 115 µM), for the others: at the highest dose activity change, negative = inhibition, most hits filed as inhibitors; Rap guanine nucleotide exchange factor 3 (Homo sapiens), O95398;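 also: potency is read from the fitted curve at half-maximal effect; plate controls were vehicle for no effect and positive control for full effect; nearly all actives have a fitted effect of over 50% in size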
Abeta yeast res: qHTS for compounds that reverse cellular toxicity of Amyloid beta (A-beta) peptide in yeast: Primary Screen; Potency, µM (series often up to 46.1 µM), for the others: at the top dose growth rescue, most hits filed as activators; 410,000 tested, 0.063% active; AID 1347071, 2019; yeast expressing A-beta42, growth rescue, OD600, 48 h; response scale: 0% DMSO, 100% iron-clioquinol control; also: potency is read from the fitted curve at half-maximal effect; nearly all actives have a fitted effect of over 55% in size
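Growth rescue measured by 600 nm absorbance after 48 h yeast culture at 30 C with compound. Values normalized between DMSO and an equimolar ferric chloride plus clioquinol control.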
PLK1 PBD inh: qHTS for Inhibitors of PLK1-PDB (polo-like kinase 1 - polo-box domain): Primary Screen; Serine/threonine-protein kinase PLK1 (Homo sapiens), P53350; Plk1 PBD binding of FITC phosphopeptide, fluorescence polarization; Potency, µM, inactives show max response, negative = inhibition, most hits filed as inhibitors; 360,000 tested, 2.8% active; AID 720504, 2013; also: potency is read from the fitted curve at half-maximal effect; series mostly up to about 57 µM; % is scaled to controls: 0 for no effect and ±100 for the full control effect; nearly all actives have a fitted effect of over 65% in size
FUS yeast rescue: qHTS for Suppressors of FUS Proteinopathy: Primary screen using FUS-linked yeast assay. S. cerevisiae FUS-expressing, growth rescue, OD600, 24 h. Potency, µM (doses to about 76.6 µM), for inactives: at the highest dose growth rescue (activation), actives largely listed as activators. 390,000 tested, 0.24% active. AID 1347120, 2019;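 also: potency is read from the fitted curve at half-maximal effect; plate controls were DMSO vehicle for no effect and reference control for full effect; nearly all actives have a fitted effect of over 55% in size; some results filed as inactive show a strong effect at the top dose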
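Yeast expressing FUS under galactose induction, OD 0.005 in 2% galactose medium; compounds in a dilution series, 24 h at 30C. Growth rescue by absorbance at 600 nm; CP55940 positive control, DMSO negative.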
PI5P4Ka inh: qHTS for Inhibitors of phosphatidylinositol 5-phosphate 4-kinase (PI5P4K) | Phosphatidylinositol 5-phosphate 4-kinase type-2 alpha (Homo sapiens), P48426 | PI5P4Kalpha enzyme, ADP-Glo luminescence, 60 min; stronger effect = lower value | max response, % | 330,000 tested, 1.2% active; active = max response of -50% or lower; inconclusive = between -30% and -50%; inactive = -30% or higher; also: value at the top dose of about 77 µM; % is scaled to controls: 0 for no effect and ±100 for the full control effect
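qHTS, 1536-well: enzyme/substrate mix, compound by pin tool, 5 microM ATP final; RT 60 min; ADP-Glo reagents 1 (45 min) then 2 (30 min); luminescence.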
EPAC1 ag: qHTS for Agonist of cAMP-regulated guanine nucleotide exchange factor 3 (EPAC1): primary screen; Potency, µM (titrated, usually from 154 µM), inactives show top-dose activation, actives largely listed as activators; EPAC1 agonist qHTS, biochemical assay; response scale: 100% = response to 6.5 mM cAMP; 360,000 tested, 0.073% active; also: potency is read from the fitted curve at half-maximal effect; nearly all actives have a fitted effect of over 60% in size
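Multi-concentration qHTS readout: loss of Rap1B-bound BODIPY-GDP fluorescence driven by 100 nM EPAC1 with excess GDP (50 uM), monitored kinetically at room temperature; agonist response expressed relative to 6.5 mM cAMP.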
WRN inhibitor: qHTS for Inhibitors of WRN Helicase | Bifunctional 3'-5' exonuclease/ATP-dependent helicase WRN (Homo sapiens), Q14191 | WRN helicase unwinding, fluorescent forked duplex, kinetic | Potency, µM (titrated, usually from 114 µM), for inactives: top-dose activity change, negative = inhibition, usual class: inhibitors | 360,000 tested, 0.46% active; also: potency is read from the fitted curve at half-maximal effect; % is scaled to controls: 0 for no effect and ±100 for the full control effect; nearly all actives have a fitted effect of over 55% in size
Target sequence (Q14191 whole entry, looked up): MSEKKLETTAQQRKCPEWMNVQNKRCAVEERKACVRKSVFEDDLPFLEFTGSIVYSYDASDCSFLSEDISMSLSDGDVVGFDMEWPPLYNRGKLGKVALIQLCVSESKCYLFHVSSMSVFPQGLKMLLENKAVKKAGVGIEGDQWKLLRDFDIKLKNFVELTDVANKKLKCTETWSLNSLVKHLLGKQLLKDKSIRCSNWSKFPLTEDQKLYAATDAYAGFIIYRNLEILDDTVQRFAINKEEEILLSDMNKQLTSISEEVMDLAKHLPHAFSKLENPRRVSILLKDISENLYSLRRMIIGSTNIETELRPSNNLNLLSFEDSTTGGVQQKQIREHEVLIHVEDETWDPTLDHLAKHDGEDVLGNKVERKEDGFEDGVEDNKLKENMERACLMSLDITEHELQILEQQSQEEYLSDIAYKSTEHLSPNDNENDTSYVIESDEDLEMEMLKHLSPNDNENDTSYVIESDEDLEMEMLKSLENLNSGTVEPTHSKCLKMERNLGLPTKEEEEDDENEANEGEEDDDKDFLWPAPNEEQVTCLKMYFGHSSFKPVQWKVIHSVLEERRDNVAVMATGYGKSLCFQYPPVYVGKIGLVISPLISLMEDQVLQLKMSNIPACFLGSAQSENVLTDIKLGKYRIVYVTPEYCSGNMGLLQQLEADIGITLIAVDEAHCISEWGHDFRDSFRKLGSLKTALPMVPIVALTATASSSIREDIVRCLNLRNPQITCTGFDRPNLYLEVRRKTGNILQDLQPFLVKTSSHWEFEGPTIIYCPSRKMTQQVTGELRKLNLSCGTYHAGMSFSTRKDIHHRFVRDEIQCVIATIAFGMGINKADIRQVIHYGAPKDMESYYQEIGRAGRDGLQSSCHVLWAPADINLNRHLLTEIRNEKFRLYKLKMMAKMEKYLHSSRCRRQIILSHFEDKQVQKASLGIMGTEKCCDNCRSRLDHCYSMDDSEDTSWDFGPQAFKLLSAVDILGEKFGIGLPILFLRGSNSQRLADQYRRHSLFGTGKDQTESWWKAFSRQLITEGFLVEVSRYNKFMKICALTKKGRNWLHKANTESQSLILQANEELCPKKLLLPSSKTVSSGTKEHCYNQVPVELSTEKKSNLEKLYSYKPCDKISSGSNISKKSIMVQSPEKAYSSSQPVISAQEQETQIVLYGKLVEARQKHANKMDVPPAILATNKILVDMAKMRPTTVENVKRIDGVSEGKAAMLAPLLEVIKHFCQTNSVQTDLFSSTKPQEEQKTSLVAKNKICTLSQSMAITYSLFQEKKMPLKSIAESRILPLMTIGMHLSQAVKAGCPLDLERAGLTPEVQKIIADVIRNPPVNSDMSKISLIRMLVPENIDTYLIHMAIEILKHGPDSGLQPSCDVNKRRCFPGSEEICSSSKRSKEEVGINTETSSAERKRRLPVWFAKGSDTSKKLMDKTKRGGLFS
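WRN at 20 nM final was preincubated with compound for 15 min at room temperature; reaction started with 100 nM forked duplex oligonucleotide carrying fluorophore and quencher plus 2 mM ATP (final). Unwinding followed kinetically by red fluorescence (ex 525/em 598 nm).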
Active calls of the source: *; ? = inconclusive; · = no result given; [ ] = another dose, or the depositor's remark. Unless noted, calls follow the shape of the dose curve; as a rule, active = well fitted curve in the direction sought with a large enough effect; inconclusive = small, poorly fitted or top-dose-only effect, or another doubt; inactive = no such curve, though single readings can be large; an effect the other way counts as inactive or inconclusive. Not a hit list (roughly 4.1% active in at least one column).

structure,IL-2 act,EPAC1 antag,Abeta yeast res,PLK1 PBD inh,FUS yeast rescue,PI5P4Ka inh,EPAC1 ag,WRN inhibitor
Cc1ccc(S(=O)(=O)N2CCN(C(=O)CNC(=O)c3ccc(Cl)cc3)CC2)cc1,1.3,-24.4%,-16.1%,-8.7%,-8.6%,6.5,-1.2%,-12.6%
CCN(CC)CCOc1ccc(C=NNc2nc3c([nH]2)c(=O)n(C)c(=O)n3C)cc1,-0.9,-4.3%,-6.7%,-11.1%,7.9%,-0.8,1.8%,-24.9%
Cc1cc(NS(=O)(=O)c2ccc(NC(=S)Nc3ccc(Cl)cc3C)cc2)no1,2.9,6.1%,9.1%,-8.3%,-32.3%,-6.2,-3.0%,-15.2%
CCCn1c(SCC(=O)Nc2nc(C)cs2)nnc1-c1cccnc1,2.1,-6.5%,11.3%,-2.9%,8.0%,-3.7,2.8%,-6.0%
COc1ccc(NC(=O)C(CCSC)NC(N)=O)cc1Cl (stereo not drawn),0.7,-5.5%,-9.9%,-4.8%,13.4%,4.4,-8.0%,-5.2%
CCN(CC)C(CNS(=O)(=O)c1ccc(Cl)cc1)c1ccccc1 (stereo not drawn),-3.1,-1.0%,-7.7%,-7.5%,-11.6%,-5.3,-6.4%,13.1%
CC(C)(C)c1ccc(/C=N/NC(=O)Cc2c[nH]c3ccccc23)cc1,-3.3,-28.4%,-88.7%[inhibitor],-3.4%,1.7%,13.7,6.4%,-7.5%
Fc1ccc(NC(=S)N2CCN(c3ncccn3)CC2)cc1,-2.3,-3.3%,-4.9%,-13.2%,·,-7.6,3.3%,-23.8%
O=C(CSc1ncnc2nc[nH]c12)Nc1nnc(SCc2ccc(Cl)c(Cl)c2)s1,-1.7,?,0.0%,-21.5%,40.6%,?,-10.8%,?
CC(c1n[nH]c(=S)n1-c1ccc(Cl)cc1)N(C)C (stereo not drawn),1.3,13.7%,-10.6%,-10.6%,10.6%,-7.1,-11.5%,-35.2%[57.1 µM]
CCN(CC(=O)NC(C)(C)C)Cc1cc(=O)n2c(-c3ccccc3)csc2n1,0.1,-14.0%,-16.6%,-19.5%,14.5%,-73.8*,6.3%,-17.0%
O=C(N/N=C/c1ccncc1)c1ccc2c(c1)OCO2,1.0,-4.7%,-3.2%,-6.2%,19.2%,6.2,-6.6%,-6.9%
CCOc1cc2c(cc1OCC)C(c1ccc(OC)cc1)N(c1ccccc1)C(=O)C2 (stereo not drawn),-0.9,-1.3%,-6.6%,-10.7%,-7.9%,2.4,0.6%,9.3%
CCCCn1c(SCC(=O)OC)nc2c1c(=O)n(C)c(=O)n2C,-0.6,9.6%,-4.8%,0.9%,27.3%,·,-8.4%,5.0%
Cc1c(NC(=O)C(C)Oc2cccc(F)c2)c(=O)n(-c2ccccc2)n1C (stereo not drawn),-0.6,?,0.5%,-11.5%,-16.9%,5.7,1.0%,2.7%
CCOC(=O)C1CCN(C(=O)CSc2ccccc2)CC1,-0.9,2.7%,-4.0%,?,-1.3%,-10.1,5.3%,3.7%
Cn1c(NCCN2CCCCC2)cc(=O)n(C)c1=O,-1.8,4.2%,21.2%,-7.0%,-14.4%,-3.4,4.8%,-19.1%[57.1 µM]
CC(C)(C)OC(=O)CN1C(=O)NC(Cc2c[nH]c3ccccc23)C1=O (stereo not drawn),-0.2,15.6%,-7.5%,1.5%,-15.7%,0.6,2.1%,-2.8%
CC(=O)c1cccc(NC(=O)C2CCN(S(=O)(=O)c3c(C)n[nH]c3C)CC2)c1,-0.8,6.2%,6.8%,-5.2%,3.8%,-1.6,-0.1%,-1.5%
COc1ccc(C/C(N)=N/OC(=O)Cc2ccccc2)cc1OC,-0.6,14.0%,0.3%,-0.8%,12.4%,2.0,0.0%,-8.8%
O=c1cc(N2CCN(c3ccc(F)cc3)CC2)[nH]c(=O)n1C1CCCCC1,0.7,5.6%,12.3%,3.4%,3.7%,3.0,-3.4%,-5.7%
COc1ccc2nc(-c3ccccc3)nc(SCC(=O)NCC3CCCO3)c2c1 (stereo not drawn),1.3,3.3%,-9.0%,-2.8%,36.8%,3.7,1.0%,-1.2%
Cc1ccc(C)c(CN2CCC(CNC(=O)CCc3nnc4ccc(N5CCCCC5)nn34)CC2)c1,-0.2,-0.8%,-4.8%,-6.9%,-6.7%,-2.5,4.9%,-3.0%
O=C(CSc1nnc(Nc2ccccc2F)s1)NC1CCS(=O)(=O)C1 (stereo not drawn),0.2,-17.1%,-15.1%,-9.1%,3.2%,-1.9,-2.1%,-7.6%
O=C(C[n+]1cc(-c2ccccc2)n2c1CCC2)Nc1nc(-c2ccccc2)cs1,-0.5,-9.2%,7.8%,-8.0%,·,-5.3,5.8%,-0.3%
Cn1cnc([N+](=O)[O-])c1C(=O)Nc1cccc([N+](=O)[O-])c1,1.2,-23.6%,3.8%,6.1%,-0.5%,7.8,-7.4%,10.8%
CCN1C(=O)N[C@H](c2ccccc2)C(C(C)=O)=C1C,-0.8,2.5%,-8.4%,-4.2%,-14.4%,5.9,2.9%,-5.3%
COc1ccc(/C=C2/SC(=S)N(CCCC(=O)Nc3ccc(O)cc3)C2=O)cc1OC,84.7*,-27.0%,2.8%,-2.0%,39.4%,-8.2,4.0%,-6.4%
CNC(=O)c1ccc(NC(=O)CN2c3cccc4cccc(c34)S2(=O)=O)cc1,-1.8,-2.5%,-5.1%,-10.2%,2.5%,-21.4,5.7%,-29.0%
OCC[C@H]1C[C@H](O)[C@@H](O)[C@@]2(OCc3ccccc32)O1,-0.7,-15.7%,1.2%,-3.5%,-33.3%,0.2,2.6%,-11.8%
N/C(CCN1CCCCC1)=N/O,-0.7,5.0%,0.9%,2.1%,4.3%,-0.5,4.1%,-1.8%
CC(C)=N/N=C1/NC(=O)C(c2ccc(Cl)cc2)S1 (stereo not drawn),2.0,11.0%,?,-1.8%,·,0.2,-4.6%,-5.0%
Cc1nn(C)c(C)c1S(=O)(=O)N(CC(=O)Nc1ccccn1)c1ccc(C(C)C)cc1,-1.7,10.8%,3.5%,1.5%,6.9%,0.1,-11.6%,4.8%
N#Cc1ccc(C(=O)Nc2cccc(S(=O)(=O)NC3=NCCC3)c2)cc1,0.0,-2.0%,1.1%,-26.2%,5.0%,-8.2,-5.5%,-4.5%
Cc1cc(NC(=O)CCC2CCCCC2)no1,0.6,-10.8%,17.7%,-22.8%,-3.2%,1.1,5.3%,-17.9%
O=C(CCc1ccccc1)Nc1ccc(S(=O)(=O)N2CCCC2)cc1,0.8,-25.0%,2.0%,2.7%,-9.8%,-6.4,0.9%,-2.7%
Cc1ccc2cc(C#N)c(NCc3ccco3)nc2c1,-2.8,-0.7%,7.7%,?,-7.2%,-14.4,-4.0%,-13.4%
CCOc1ccccc1N=Cc1c(O)n(C)c(=O)n(C)c1=O,-1.7,9.0%,-7.9%,-1.7%,-36.3%,6.1,-0.9%,-0.5%
Cc1cccc(C(C)C)c1-n1nnnc1-c1ccccc1,-4.8,-12.0%,0.2%,2.2%,2.6%,·,21.5%,-15.5%[57.1 µM]
CCOC(=O)C1C(=O)OC2(CCOC(C)(C)C2)C1C(=O)OCC (stereo not drawn),-1.7,5.3%,-9.9%[9.22 µM],-3.0%,-42.6%,10.0,-14.3%,-20.9%
COc1ccc(-c2nn(-c3ccccc3)cc2/C=C2/SC(=S)N(CCCC(=O)O)C2=O)c(C)c1,-1.2,?,-0.2%,29.9µM*,28.0%,9.4,9.4%,?
Cc1onc(-c2ccccc2)c1C(=O)OCC(=O)Nc1ccc(C#N)cc1,-0.2,-2.8%,32.4%,12.0%,-10.1%,9.2,-3.4%,-7.6%
COc1cc(/C=N/Nc2ccc(F)cc2F)cc(OC)c1O,-0.1,-13.6%,-11.7%,26.7µM*,-14.9%,2.2,-0.3%,-14.5%
O=C(c1ccc(S(=O)(=O)Nc2ccccc2)cc1)N1CCOCC1,0.1,-9.4%,-5.1%,-23.6%,-11.6%,2.6,5.5%,14.0%
O=C(COc1ccc(Br)cc1)N/N=C1/SCC(=O)N1Cc1ccco1,-2.6,-16.7%,-1.2%,23.8µM*,4.6%,-66.9*,0.8%,?
CCCCC(=O)Nc1ccc(C(=O)Nc2nc(CC(=O)OCC)cs2)cc1,-1.6,3.2%,15.6%,-9.2%,31.0%,·,1.4%,5.7%
O=C(Nc1nccs1)c1nc[nH]c1C(=O)N1CCN(c2ccccc2)CC1,-0.7,10.7%,-10.3%,0.4%,10.0%,-2.5,-10.2%,-16.4%
COc1cc(NC(=O)c2cccc3c2C(=O)N(Cc2cccnc2)C3)cc(OC)c1OC,-1.8,2.0%,0.4%,-10.7%,-14.0%,1.1,7.1%,1.5%
COc1ccc(NS(=O)(=O)c2cc(NC(=O)Cc3n[nH]c(=O)c4ccccc34)ccc2OC)cc1,-2.5,5.4%,6.0%,0.9%,·,6.5,14.0%,-1.6%
Cc1cc(NC(=O)OC(C)(C)C)c(-n2nnnc2C(C(=O)c2ccc3c(c2)OCO3)N2CCN(c3ccccn3)CC2)cc1C (stereo not drawn),0.1,0.3%,4.6%,-7.2%,?,0.9,5.8%,-6.6%
O=C(CN1CCc2ccccc2C1)Nc1ccc(Br)cc1,0.1,6.3%,15.4%,0.3%,-10.1%,0.7,15.4%,-9.0%
